EWS-Fli block = blocks EWS/Fli oncoprotein-driven transcription; 0.67% of 350,000 active; inhibition, % at 12.6 µM; A673 NR0B1-luciferase reporter, viability-normalised;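 active = mean inhibition of at least 50% after viability correction, with every replicate also passing that limit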;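 note: firefly luciferase signal divided by Alamar Blue viability fluorescence both relative to DMSO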
Casp6 inh = inhibitors of human caspase-6. P55212. purified caspase-6, Z-VEID-R110 cleavage fluorescence. inhibition, % at 12.5 µM. 0.53% of 350,000 active;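 active = mean inhibition across replicates at least about 35%, with every replicate also reaching that limit, limit read from the data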;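 note: 0% = median of neutral control wells and 100% = no fluorescence left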
Target sequence (P55212 24-179 limits assumed): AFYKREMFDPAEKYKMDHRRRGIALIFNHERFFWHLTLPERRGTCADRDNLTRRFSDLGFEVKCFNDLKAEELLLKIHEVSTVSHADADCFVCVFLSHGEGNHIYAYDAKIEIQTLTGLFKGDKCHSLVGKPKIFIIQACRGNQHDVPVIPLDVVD
Target sequence (P55212 194-293 limits assumed): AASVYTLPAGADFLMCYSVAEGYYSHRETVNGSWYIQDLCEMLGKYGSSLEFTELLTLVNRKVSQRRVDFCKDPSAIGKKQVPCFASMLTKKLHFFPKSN
FN deposit inh = fibronectin deposition inhibition; AH1F fibroblasts, Alexa488-fibronectin deposition fluorescence, overnight; inhibition, % at 12.6 µM; 0.086% of 350,000 active;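 active = mean inhibition across replicates of 30% or more, regardless of how many single replicates reach that level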;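 note: positive control wells lacked labelled fibronectin entirely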
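Assay system: AH1F fibroblast monolayer, labelled fibronectin deposition. Amount: 10000 cells per well. Also added: labelled fibronectin 24 nM. Compound: single-point pinned compound. Incubation: cell attachment 1 h, compound and FN exposure overnight. Detection: fluorescence after three HBSS washes, excitation 485 nm, emission 525 nm. Read-out: inhibition of fibronectin deposition signal.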
miR122 inh = inhibitors of miR-122 in Huh7 cells; Huh7 miR-122 Renilla luciferase sensor, 48 h; neutral wells = 0, positive control = 100; activation (reporter increase), % at 12.5 µM; 0.3% of 340,000 active; AID 602342;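 active = mean replicate activation score at least 90 and every replicate individually at or above 90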;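 note: higher luciferase means less miR-122 activity so hits act as miR-122 inhibitors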
LGR2 inh = blocks bursicon-induced cAMP signaling via Drosophila LGR2; HEK293 LGR2, CRE-luciferase, bursicon-stimulated, 4 h; inhibition, % at 9.99 µM; 0.35% of 380,000 active;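 active = drop in luminescence signal, shown as inhibition above about 50% in the replicate tests, limit read from the data, passing the limit was not always enough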;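 note: agonist challenge used bursicon conditioned medium at about half maximal strength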
Cneo AK release = causes C. neoformans cell lysis; adenylate kinase release luminescence, 4 h; normalised: neutral wells 0, clomiphene wells 100; lysis activity, % at 15 µM; 0.2% of 360,000 active; AID 651654;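 active = mean lysis activity across replicates of at least 80%, whatever share of replicates individually reach that level; inactive = mean lysis activity below 80%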
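Material – Cryptococcus neoformans yeast cells · Quantity – 5 × 10^6 yeast cells/mL · Buffer or medium – YPD medium · Compound – single dose · Timing – 4 h static compound exposure, 37 °C, read 1 h post-reagent · Signal – adenylate kinase release luminescence · Read-out basis – lysis from increased AK signal · Benchmarks – Clomiphene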
PAX8 inh HTS = PAX8 transcriptional activity inhibition; RMG-I TPO-luciferase reporter, SteadyGlo, 24 h; inhibition, % at 12.6 µM; 1.2% of 360,000 active;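 active = mean replicate inhibition at least 60% with every replicate also reaching 60%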;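 note: luciferase light reporting Pax8 driven TPO promoter activity; plate controls were median of neutral control wells for no effect and mitoxantrone controls for full effect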
PGC1a acetyl inh = PGC1a acetylation modulation, inhibitor mode; U2OS PGC1a acetylation, AlphaScreen anti-acetyl-lysine; with virally co-expressed GCN5 acetyltransferase; inhibition, % at 15.6 µM; 0.17% of 350,000 active;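 active = every replicate shows inhibition of at least 40%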;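 note: 0% = neutral control wells and 100% = positive control wells; some results beyond the cut were filed as inactive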
* = called active by the depositor; . = no result given; & = joins results of further samples; [ ] = another dose, or the depositor's remark.

Structure	EWS-Fli block	Casp6 inh	FN deposit inh	miR122 inh	LGR2 inh	Cneo AK release	PAX8 inh HTS	PGC1a acetyl inh
C[C@H](CO)N1C[C@H](C)[C@@H](CN(C)Cc2ccccn2)Oc2cc(-c3ccccc3)ccc2S1(=O)=O	11	0	0	63[16.7 µM]	6	5	.	-10
COc1ccc(N(C(=O)c2cccnc2)S(=O)(=O)c2ccccc2)cc1	0	-2	9	9	.	6	24	-6
CC(=O)N1CC[C@@H]2[C@H]1c1cc(-c3ccccc3)ccc1N(C)[C@@H]2CO	1	0	3	-7[16.7 µM]	22	-5	5	-1
Cc1ccc2c(cnn2C(=O)CCC(=O)N2CCCCC2C)c1 (centres undefined)	6	-2	1	.	1	-4	-9	.
Fc1ccccc1Cc1ccc(Cl)nn1	1	2	-1	.	-23	.	16	.
Cc1ccc(CNC(=O)c2ccc[nH]2)cc1	-1	0	7	.	-16	.	-7	.
C[C@@H]1CN([C@H](C)CO)C(=O)Cc2cc(NS(=O)(=O)c3ccccc3)ccc2O[C@H]1CN(C)C	3	0	.	-6[16.7 µM]	3	4	2	-2
O=C(C1=C[C@@H](c2ccc(C(F)(F)F)cc2)C[C@@H](OCCCCO)O1)N1CCN(Cc2ccc3c(c2)OCO3)CC1	-3	1	.	.	.	-2&0	2	16
CCCCN(C)C(=O)C1CCN(Cc2cccnc2)CC1	6	-4	0	0	-7	-1	11	1
COC(=O)C[C@@H]1CC[C@H]2[C@@H](COc3ccc(NS(=O)(=O)c4ccccc4Cl)cc3C(=O)N2C)O1	0	-4	-16	.	-20	-1	20	.
CC1CC(C)CN(S(=O)(=O)N2CCC(C(=O)NCCC3=CCCCC3)CC2)C1 (centres undefined)	2	-1	-1	.	13	.	7	.
C[C@H]1CN([C@@H](C)CO)C(=O)Cc2cc(NC(=O)Nc3ccc(F)cc3)ccc2O[C@@H]1CN(C)S(C)(=O)=O	-1	-1	1	-2[16.7 µM]	-9	-1	-18	-3
Cc1ccc(/C=C/C2=NN(C)C(=O)CC2)cc1	-72	1	.	-10	31	-20	-139	7
COc1ccccc1CN1[C@H](CO)[C@H]2c3ccccc3N(C(=O)C3CCCC3)C[C@H]21	-5	3	4	0[16.7 µM]	16	-3	7	-16
CC(=O)OCC1=C(C(=O)O)N2C(=O)C(NC(=O)c3ccc(COc4cccc(Cl)c4Cl)o3)C2SC1 (centres undefined)	-3	55*	-3	2	-8	0	-14	.
Cc1ccc(-c2nc3cc(C)c(Br)c(C)n3c2Cc2cccc(F)c2)cc1	-45	0	0	-1	-19	5	0	-7
C[C@@H]1CN([C@H](C)CO)C(=O)c2cc(/C=C/c3ccccc3)cnc2O[C@@H]1CN(C)C	-17	-3	14	8[16.7 µM]	-2	1	.	1
COc1ccc(NC(=O)Nc2ccc3c(c2)C(=O)N([C@@H](C)CO)C[C@@H](C)[C@H](CN(C)CC2CCCCC2)O3)cc1	2	1	.	0[16.7 µM]	-5	7	-24	4
C[C@H](CO)N1C[C@H](C)[C@H](CN(C)C(=O)Nc2cccc3ccccc23)OCCCC[C@H](C)Oc2ccc(NS(=O)(=O)c3ccc(F)cc3)cc2C1=O	3	-1	-17	-6[16.7 µM]	27	-1	19	2
C[C@@H]1CN([C@H](C)CO)C(=O)c2cc(NC(=O)C3CCCCC3)ccc2O[C@@H](C)CCCCO[C@@H]1CN(C)Cc1ccncc1	-7	3	.	-2[16.7 µM]	-7	-1	19	1
COc1ccc(NC(=O)CN2CCC(NC(=O)c3ccc(OC)cc3)CC2)cc1	-14	-5	1	-6	9	1	19	5
CC(C)(C)c1ccc(OCCCC(=O)NC2=NCCS2)cc1	.	.	17	-4	.	0	-38	-13
CCc1ccc(N2CC(C(=O)OCC(=O)Nc3ccc([N+](=O)[O-])cc3)CC2=O)cc1 (centres undefined)	0	6	1	-5	8	0	-1	-2
CCCN(C)C[C@H]1Oc2cc(-c3ccccc3)ccc2S(=O)(=O)N([C@H](C)CO)C[C@H]1C	6	-1	-3	7[16.7 µM]	14	0	.	16
NS(=O)(=O)c1ccc(N=Nc2c(O)ccc3ccccc23)cc1	-46	-1	-4	0	-15	.	-22	-24
O=C(CNC(=O)c1cccc(F)c1)OCCOc1cccc(Cl)c1	3	0	0	-4	-14	2	2	3
Cc1ccc(C(=O)Nc2ccccc2C(=O)O)cc1S(=O)(=O)Nc1ccc(Br)cc1	3	7	3	.	7	.	-15	0
Cc1cccc(S(=O)(=O)N[C@H]2CC[C@H](CCn3cc(-c4ccccn4)nn3)O[C@H]2CO)c1	4	0	1	.	-3	-2	-4	-11
O=C(CSc1n[nH]c(-c2ccc(Br)cc2)n1)N1CCOCC1	-5	1	-3	1	5	.	-1	-10
Cc1nc2sccn2c(=O)c1S(=O)(=O)Nc1ccc(N2CCN(S(C)(=O)=O)CC2)cc1	0	-1	3	2	-6	-1	24	6
C/C=C/c1ccc2c(c1)O[C@@H](CN(C)C(=O)c1cnccn1)[C@@H](C)CN([C@H](C)CO)S2(=O)=O	-5	.	7	3[16.7 µM]	2	.	-15	4
CCCC(=O)N1CC(=O)Nc2ccc(Br)cc2C1c1ccc(F)cc1 (centres undefined)	-3	5	-4	2	4	3	-5	4
COc1ccc(-c2csc(C(C)(O)c3cccc(F)c3)n2)cn1 (centres undefined)	8	2	-12	-1	4	-2	3	15
CCCCNC(=O)C1(C)CCN1C(=O)c1csnn1 (centres undefined)	-14	-2	3	2	-16	1	8	.
Cc1ccc(Nc2nc3ccccc3[nH]2)nc1	.	.	.	0	.	1	-88	-15
C[C@@H]1CCCCO[C@H](CN(C)S(=O)(=O)c2ccccc2)[C@H](C)CN([C@@H](C)CO)C(=O)c2cc(NC(=O)Nc3ccccc3)ccc2O1	17	-3	12	4[16.7 µM]	17	46	53	19

Compound profiles, as listed above.
`NS(=O)(=O)c1ccc(N=Nc2c(O)ccc3ccccc23)cc1` is listed as EWS-Fli block: -46; Casp6 inh: -1; FN deposit inh: -4; miR122 inh: 0; LGR2 inh: -15; Cneo AK release: .; PAX8 inh HTS: -22; PGC1a acetyl inh: -24
`O=C(CSc1n[nH]c(-c2ccc(Br)cc2)n1)N1CCOCC1` is listed as EWS-Fli block: -5; Casp6 inh: 1; FN deposit inh: -3; miR122 inh: 1; LGR2 inh: 5; Cneo AK release: .; PAX8 inh HTS: -1; PGC1a acetyl inh: -10

Later entries.
Structure	EWS-Fli block	Casp6 inh	FN deposit inh	miR122 inh	LGR2 inh	Cneo AK release	PAX8 inh HTS	PGC1a acetyl inh
CO[C@H]1CN(C)C(=O)c2ccc(NS(=O)(=O)c3ccc(C)cc3)cc2OC[C@H](C)N(C(=O)NC(C)C)C[C@H]1C	-2	.	-9	-3[16.7 µM]	-10	.	.	-7
O=C(C[C@@H]1CC[C@H]2[C@@H](COC[C@H](O)CN2C(=O)Nc2ccc3c(c2)OCO3)O1)N1CCN(c2ccccc2)CC1	.	.	-6	3[16.7 µM]	-5	-5	.	-9
CC1(C(=O)NS(=O)(=O)c2cccc(F)c2)CCN1C(=O)Cc1cc(F)ccc1F (centres undefined)	-1	0	4	.	-2	-5	-12	.
COc1ccc(-c2cn3nc(SCC(=O)NC4CCCCC4)ccc3n2)cc1	.	1	-3	-5	-33	-15	-218	-2
CSc1ccc(/C=C/C(=O)N2CCCN(C)CC2)cc1	-23	-100	0	.	-8	.	0	8
Cc1nc2ccc(Cl)cn2c1C(=O)NN	-2	-4	2	-6	.	2	21	.
COCCNC(=O)C[C@@H]1C[C@@H]2c3cc(NC(=O)CN(C)C)ccc3O[C@@H]2[C@@H](CO)O1	-1	-2	.	0[16.7 µM]	-8	46	5	0
CC(=O)Nc1ccc(C2Nc3ccccc3C(=O)N2C2CCCCC2)cc1 (centres undefined)	.	0	-2	-2	-8	-1	.	.
O=c1cc(NS(=O)(=O)c2ccccc2)nc(SCc2ccc(Cl)cc2)[nH]1	.	.	9	20	-1	2	-3	.
CCOc1ccc(CNC23CN4CN(CN(C4)C2)C3)cc1	10	-18	.	-4	-5	.	.	.
O=[N+]([O-])c1cc(C(F)(F)F)ccc1-n1nnc2ccccc21	.	.	1	-3	19	0	7	2
COc1ccc(N(C)S(=O)(=O)c2cccc(C(=O)Nc3ccc(-n4cnnn4)cc3)c2)cc1	.	.	7	27	.	-3	6	-67

As entered above.
FN deposit inh, Cc1ccc2c(cnn2C(=O)CCC(=O)N2CCCCC2C)c1 (centres undefined) is entered as 1
PGC1a acetyl inh, COc1ccccc1CN1[C@H](CO)[C@H]2c3ccccc3N(C(=O)C3CCCC3)C[C@H]21 is entered as -16
miR122 inh, C[C@H](CO)N1C[C@H](C)[C@H](CN(C)C(=O)Nc2cccc3ccccc23)OCCCC[C@H](C)Oc2ccc(NS(=O)(=O)c3ccc(F)cc3)cc2C1=O is entered as -6[16.7 µM]

(listing goes on)
Structure	EWS-Fli block	Casp6 inh	FN deposit inh	miR122 inh	LGR2 inh	Cneo AK release	PAX8 inh HTS	PGC1a acetyl inh
COc1ccc2[nH]c3c(=O)n(CCc4ccccc4)cnc3c2c1	-48	5	8	.	-23	.	-46	7
O=C(Oc1c(CN2CCOCC2)cc(Cl)c2cccnc12)c1ccc(F)cc1	.	.	6	-40	.	3	.	18
COCCNC(=O)C[C@@H]1C=C[C@@H](NC(=O)NC2CCCCC2)[C@@H](CO)O1	6	3	.	2[16.7 µM]	-3	1	-6	13
CN(C)C(=O)C[C@@H]1C=C[C@@H](NC(=O)NC2CCCCC2)[C@@H](CO)O1	-3	-1	.	-6[16.7 µM]	6	-2	-2	-4
CCOc1ncccc1C(=O)Nc1ccccc1N1CCOCC1	4	2	-6	.	-14	.	0	.
CCN1C(=S)N[C@@H](c2ccccc2)C(C(=O)OC)=C1C	-10	.	2	-4	-7	-2	12	-33
O=[N+]([O-])c1ccc(-c2nn(-c3ccccc3)cc2/C=N/n2c(-c3ccncc3)n[nH]c2=S)cc1	2	-3	-6	-4	.	0	-8	1
C=CCn1c(CSCc2ccc(Cl)cc2Cl)nnc1SCC(=O)Nc1ccc(C(=O)O)cc1	7	4	-6	-1	14	-1	5	-11
Cc1ccc(CNC(=O)CSCc2cccc(F)c2)cc1	8	1	-5	.	.	.	3	.
COc1ccccc1N1CCN(CCCCNC(=O)c2ccc3ccccc3c2)CC1	11	6	-3	3	-7	0	11	.
Cc1nn(-c2ccccc2)c(C)c1/C=N/n1cnnc1	4	.	12	.	-28	.	-11	6
CN(CC(=O)O)S(=O)(=O)c1ccc2c(c1)NC(=O)CC(=O)N2	3	-1	5	.	-10	.	21	-13
O=C(N=Nc1c(O)[nH]c2ccccc12)Nc1ccccc1	-90	5	14	-1	-78	.	-214	11
Cc1ccc(Nc2nnc(SCC(=O)c3ccc(O)cc3O)s2)cc1	-29	0	0	3	-13	-2	13	-4
